RSV antiviral HEp-2: inhibition of RSV-induced cytopathic effect – HEp-2 cells, primary 10 µM value included (AID 2391) | HEp-2 cells, RSV-induced CPE inhibition; higher % means a stronger effect | 0.13% of 310,000 active | one-dose CPE inhibition, % at 10 µM; IC50 in µM for titrated hits; in the data active = a potency from the dose series; inconclusive = CPE inhibition mostly from about 23% at the one dose, without a potency; inactive = the rest, 99 in 100 with CPE inhibition below about 21%; note: strong numbers were not always called active
TNAP activators: human TNAP enzyme activators, primary screen, biochemical, luminescent, no phosphate acceptor, uHTS (AID 1001); one-dose activation fold at 20 µM; EC50 in µM for titrated hits; purified TNAP, luminescent activation assay, no phosphate acceptor; higher activation fold means a stronger effect; 0.03% of 200,000 active; in the data active = activation fold from about 3, or a potency from the dose series; inactive = the rest, 99 in 100 with activation fold below about 1.6; note: many of its hits are not listed in these tables
PMI inhibition: MPI inhibition at elevated mannose 6-phosphate – biochemical, fluorescence intensity, high mannose 6-phosphate, primary screen (AID 1220); recombinant PMI enzyme, coupled fluorescence intensity; higher % means a stronger effect; 0.66% of 190,000 active; inhibition, % at 20 µM; hits with a dose series show IC50 in µM
SV40 large T antigen: SV40 large T antigen inhibitors, biochemical (AID 1903). SV40 large T antigen ATPase/helicase inhibition assay; higher % means a stronger effect. one-dose inhibition, % at 20 µM; IC50 in µM for titrated hits. 0.39% of 310,000 active; in the data active = a potency from the dose series; inconclusive = inhibition mostly from about 32% at the one dose, without a potency; inactive = the rest, 99 in 100 with inhibition below about 32%; note: strong numbers were not always called active
human PMI inhibition: MPI enzyme activity inhibition – biochemical, fluorescence intensity, coupled assay, primary screen (AID 1209). purified PMI enzyme, coupled fluorescence intensity; higher % means a stronger effect. 0.42% of 190,000 active. one-dose inhibition, % at 20 µM; IC50 in µM for titrated hits;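 note: plate controls were DMSO vehicle for no effect and wells lacking substrate for full effect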
ER stress rescue: protection against thapsigargin-triggered cell killing – 384-well, CSM14.1, ATP luminescence, primary screen (AID 1222); CSM14.1 thapsigargin-induced death rescue, ATP luminescence; higher % means a stronger effect; cellular ATP content (survival), % at 20 µM, or EC50 in µM where a hit was titrated; 190,000 tested, under 10 active;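 active = EC50 below 50 µM in the dose-response confirmation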;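 note: death triggered by thapsigargin at about 15 µM added after 2 h compound pretreatment; cell ATP read after overnight thapsigargin exposure of roughly 18 to 22 hours; normalized against plate controls of thapsigargin alone and 5% DMSO vehicle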
West Nile antiviral: inhibition of WNV-induced cytopathic effect – cell-based, CPE readout (AID 1621); West Nile virus-infected cells, CPE inhibition; higher % means a stronger effect; CPE inhibition, % at 10 µM; hits with a dose series show IC50 in µM; 0.02% of 290,000 active; in the data active = a potency from the dose series; inconclusive = CPE inhibition mostly from about 3.7% at the one dose, without a potency; inactive = the rest, 99 in 100 with CPE inhibition below about 2.2%; note: strong numbers were not always called active
Ins promoter up: MIN6 insulin promoter up-regulation; MIN6 insulin promoter-GFP reporter, high-content imaging; active compounds read high; z-score at 5 µM; 0.3% of 190,000 active; AID 1625;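 active = z-score above 3 at 5 µM with at least 500 cells counted in the well; inconclusive = wells under 500 cells, flagged as cytotoxic or low count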
PhoP inhibition: PhoP-dependent GFP reporter repression – Salmonella Typhimurium, primary screen (AID 1863); S. Typhimurium PhoP-regulated promoter GFP reporter, 4 h; higher % means a stronger effect; 0.16% of 300,000 active; one-dose inhibition, % at 50 µM; IC50 in µM for titrated hits;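 active = inhibition over 29.93%, a cutoff 3 SD above the screen mean, later confirmed by dose response; inconclusive = inhibition over 29.93% but no dose response follow-up; inactive = inhibition at most 29.93% or unconfirmed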;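 note: 0% = low Mg2+ inducing control and 100% = high Mg2+ repressing control; strong numbers were not always called active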
Ins promoter up cell count: second read-out of Ins promoter up, no call of its own (marks repeat the call); cell count; measured here: cytotoxicity, nuclei count;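 total cells summed across four imaged fields per well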
The depositor's hits bear a star; ? = inconclusive; nt = not tested or not shown. Cut-off read from the data, not from the text of the source, unless noted: active = inhibition above about 50%; inactive = the rest.

smiles,RSV antiviral HEp-2,TNAP activators,PMI inhibition,SV40 large T antigen,human PMI inhibition,ER stress rescue,West Nile antiviral,Ins promoter up,Ins promoter up cell count,PhoP inhibition
CCCCn1c(CCC(=O)O)nc2cc(S(=O)(=O)N(CC)CC)ccc21,4.4%,nt,nt,4%,nt,nt,1.2%,-0.47,1222,0%
O=C(N/N=C/c1cc([N+](=O)[O-])ccc1O)/C(=C\c1cccs1)NC(=O)c1ccccc1,5.9%,1.6,0%,5%,4%,-2.2%,-1.3%,-0.14,1163,18%
COC(=O)c1ccc(C2/C(=C(/O)c3ccc(Cl)cc3)C(=O)C(=O)N2C2CCS(=O)(=O)C2)cc1 (stereo not given),1.4%,nt,nt,9%,nt,nt,1.0%,nt,nt,-6%
NN1C(=O)/C(=C2/Sc3ccccc3N2CCCS(=O)(=O)O)SC1=S,1.9%,nt,nt,14%,nt,nt,-0.3%,nt,nt,-2%
CN(Cc1ccco1)C(=O)CCc1nc2sc3c(c2c(=O)[nH]1)CCCC3,5.2%,nt,nt,11%,nt,nt,-0.3%,nt,nt,-7%
Cc1ccc2c(Cl)c(C(=O)NCCCn3ccnc3)sc2c1,?,0.9,-3%,6%,-6%,5.1%,-0.1%,nt,nt,2%
Cc1c2ccccc2cc(Cc2ccccc2)[n+]1C,3.7%,nt,nt,8%,nt,nt,2.6%,nt,nt,0%
CCOC(=O)C1CCCN(c2nc3c(C)cccn3c(=O)c2/C=C(\C#N)C(=O)NCc2ccco2)C1 (stereo not given),1.7%,nt,nt,15%,nt,nt,0.5%,0.23,1339,-8%
O=C(O)c1ccc(NC(=O)C2(c3ccccc3)CCOCC2)cc1,0.8%,1.1,0%,3%,3%,-1.8%,0.1%,-0.47,1253,-2%
CCOC(=O)Nc1ccc(S(=O)(=O)NCCCN2CCOCC2)cc1,3.0%,1.2,-4%,9%,-3%,-2.5%,-0.6%,0.16,1179,11%

No new results follow: an excerpt of the list.
smiles,RSV antiviral HEp-2,TNAP activators,PMI inhibition,SV40 large T antigen,human PMI inhibition,ER stress rescue,West Nile antiviral,Ins promoter up,Ins promoter up cell count,PhoP inhibition
CCOC(=O)C1CCCN(c2nc3c(C)cccn3c(=O)c2/C=C(\C#N)C(=O)NCc2ccco2)C1 (stereo not given),1.7%,nt,nt,15%,nt,nt,0.5%,0.23,1339,-8%
O=C(O)c1ccc(NC(=O)C2(c3ccccc3)CCOCC2)cc1,0.8%,1.1,0%,3%,3%,-1.8%,0.1%,-0.47,1253,-2%

Additional compounds follow:
smiles,RSV antiviral HEp-2,TNAP activators,PMI inhibition,SV40 large T antigen,human PMI inhibition,ER stress rescue,West Nile antiviral,Ins promoter up,Ins promoter up cell count,PhoP inhibition
O=C(Nc1cccc(-n2cnnn2)c1)c1ccncc1,0.3%,nt,nt,12%,nt,nt,0.3%,nt,nt,-5%
COC(=O)C[C@H]1c2cc(F)cc(F)c2S(=O)(=O)N1C1CCN(Cc2ccccc2)CC1,1.1%,nt,nt,11%,nt,nt,-0.3%,nt,nt,-6%
CCOCCCNS(=O)(=O)c1ccc(NC(=O)Cc2c(F)cccc2Cl)cc1,1.3%,1.1,-5%,20%,3%,0.5%,-0.4%,0.4,1290,-6%
O=C(CNC(=O)c1ccco1)NCCCc1ccccc1,0.9%,1.1,-2%,14%,1%,-0.2%,-0.5%,0.24,1266,4%
CCOC(=O)c1sc(=S)n(-c2ccc3c(c2)OCO3)c1N,1.5%,1.1,14%,18%,44%,-1.4%,-0.5%,0.34,1631,8%
CCn1c(C)nc2cc(C(=O)NNC(=S)Nc3ccccc3OC)ccc21,3.8%,nt,nt,21%,nt,nt,0.6%,-0.54,1351,-10%
CC/C(=N/O)c1cnnc(SC)n1,0.8%,1.1,10%,-4%,9%,1.3%,-0.3%,0.08,1355,12%
CCOc1ccc2nc(SCC(=O)c3ccc(Cl)s3)sc2c1,9.7%,1.1,5%,11%,2%,1.4%,-0.2%,nt,nt,-6%
COC(=O)c1cc(NC(=O)Cn2c(=O)oc3ccccc32)cc(C(=O)OC)c1,1.5%,nt,nt,0%,nt,nt,-0.4%,nt,nt,-9%
O=C1CC(N(Cc2cccs2)C(=O)Nc2ccccc2)C(=O)N1c1ccc(Cl)cc1 (stereo not given),11%,1.1,1%,14%,6%,-0.3%,-1.1%,-1.1,1459,-8%
CCN(CC)C(=O)Cn1nc(-c2ccncc2)nc1SCC(=O)Nc1ccc(OC)cc1,0.3%,nt,nt,19%,nt,nt,-0.1%,nt,nt,-3%
COCC(=O)N1CCC(Oc2ccc(C(=O)N3C[C@@H](C)O[C@@H](C)C3)cc2)CC1,1.4%,nt,nt,10%,nt,nt,-0.5%,nt,nt,-4%
Cc1nn(CC(O)COc2ccc3c(c2)CCC3)c(C)c1Br (stereo not given),1.2%,1.1,7%,11%,11%,1.0%,-0.9%,-0.14,1556,-5%
CC(C)CC(=O)NC1(C(F)(F)F)NC(=O)N(c2ccccc2)C1=O (stereo not given),-0.4%,1.1,2%,13%,2%,-1.4%,0.1%,0.91,1409,1%
O=c1[nH]c2c(oc3ccccc32)c(=O)n1Cc1ccccc1,0.9%,nt,nt,9%,nt,nt,-1.0%,nt,nt,-4%
CC(NS(=O)(=O)c1ccc(F)cc1)C(c1cccs1)N1CCOCC1 (stereo not given),0.7%,1.1,0%,-6%,3%,0.3%,1.0%,0.63,1095,11%
COc1ccc(/C=N/NC(=O)C2CC2)c(OC)c1OC,4.0%,nt,nt,-7%,nt,nt,0.9%,nt,nt,-8%
CCn1c(C(O)c2ccc(C)cc2)nc2ccccc21 (stereo not given),1.7%,1,-13%,6%,-9%,-0.7%,-0.1%,nt,nt,15%
O=C(/C=C/c1ccc(F)cc1)NCc1ccco1,1.9%,1,5%,22%,-1%,-1.4%,-1.1%,0.31,1262,1%
CCC(C)(C)NC(=O)CN(C(=O)C(=O)Nc1ccc2c(c1)OCCO2)C(C)(C)CC,3.0%,1,7%,0%,2%,0.3%,-0.9%,-0.34,1433,1%
COc1cccc(CN2CCN(CC(=O)NCCc3ccccc3)CC2)c1,0.1%,nt,nt,5%,nt,nt,-1.0%,nt,nt,-5%
CCOC(=O)Cn1nnnc1CN(Cc1ccc(OC)cc1)Cc1cc2cc(C)cc(C)c2[nH]c1=O,2.0%,1.1,9%,12%,12%,nt,-0.3%,0.51,1319,23%
COc1cccc(/C=C/C(=O)OCC(=O)Nc2ccc(S(=O)(=O)N3CCCC3)cc2)c1,-0.5%,1,18%,-4%,16%,-6.0%,0.3%,0.86,1315,6%
COCc1nnc(NC(=O)c2ccc(S(=O)(=O)N(C)c3ccccc3)cc2)o1,1.2%,1.1,-2%,23%,9%,-1.6%,-0.1%,-0.48,1961,-7%
COc1ccc([N+](=O)[O-])cc1NC(=O)Cn1ccc(C(F)(F)F)n1,4.5%,1,4%,6%,5%,nt,-0.7%,-0.4,1187,-8%
CCCN1CCN(CCNC(=O)Nc2cc(C)ccc2C)CC1,-0.1%,nt,nt,1%,nt,nt,-0.1%,nt,nt,7%
CCN1CCOC(CC(=O)Nc2cccc([N+](=O)[O-])c2)C1=O (stereo not given),nt,nt,nt,13%,nt,nt,0.8%,0.18,1077,2%
c1cnc(Oc2ccc(-c3nnco3)cc2)cn1,0.5%,1.1,-6%,9%,-3%,-2.6%,0.0%,0.25,1250,26%
O=C(CN1C(=O)/C(=C/c2ccc(C(F)(F)F)cc2)Sc2ccccc21)NCCCN1CCOCC1,2.0%,nt,nt,6%,nt,nt,36%,nt,nt,-1%
CNC(=S)NCc1ccc(OC)cc1,1.1%,1.2,-8%,-1%,-7%,-4.5%,0.0%,-0.6,1304,-5%

Looked up above.
For SV40 large T antigen, COC(=O)c1cc(NC(=O)Cn2c(=O)oc3ccccc32)cc(C(=O)OC)c1 is listed with 0%
For ER stress rescue, CCn1c(C(O)c2ccc(C)cc2)nc2ccccc21 (stereo not given) is listed with -0.7%
For PhoP inhibition, CC(C)CC(=O)NC1(C(F)(F)F)NC(=O)N(c2ccccc2)C1=O (stereo not given) is listed with 1%

Other records:
smiles,RSV antiviral HEp-2,TNAP activators,PMI inhibition,SV40 large T antigen,human PMI inhibition,ER stress rescue,West Nile antiviral,Ins promoter up,Ins promoter up cell count,PhoP inhibition
O=S(=O)(Nc1ccccn1)c1ccc(Oc2ccccc2)cc1,15%,1.1,-4%,2%,11%,-2.2%,-0.5%,0.67,1186,6%
Cc1ccccc1C(=O)N(C)Cc1ccccc1,0.4%,1.1,7%,9%,13%,-2.4%,1.4%,-0.31,1247,34%
COC(=O)c1ccc(OCC(=O)Nc2nn(-c3ccccc3)nc2C(N)=O)cc1,-0.1%,1.1,1%,0%,7%,-2.4%,0.9%,-0.56,1267,8%
O=C(O)CCCNC(=O)c1cncc(O)c1,1.6%,1,-10%,3%,-9%,-1.1%,0.8%,1.4,968,-2%
COc1ccccc1N(CC(=O)NCC1CCCO1)C(=O)CCC(=O)Nc1cc(C)on1 (stereo not given),0.6%,nt,nt,6%,nt,nt,-0.3%,nt,nt,1%
COc1ccc(C(CC(=O)O)NS(=O)(=O)c2ccc(C)cc2)cc1OC (stereo not given),1.0%,1.2,4%,2%,2%,1.9%,0.3%,-1.3,1186,-6%
CCc1c(C#N)c(SCCC(=O)Nc2ccc(F)cc2)nc2c1C(=O)CC(C)(C)C2,3.5%,1.1,14%,7%,12%,-2.0%,-0.6%,-1.1,893,18%
O=C(COC(=O)c1c(F)cccc1F)Nc1ccccc1OC(F)F,1.2%,nt,nt,4%,nt,nt,0.1%,nt,nt,0%
CCN(CC)C(=O)c1cn(-c2cccc(OC)c2)c(=O)c2ccccc12,0.1%,nt,nt,17%,nt,nt,-0.1%,nt,nt,8%
CN(C)[C@@H]1CCC[C@H]1OC(=O)C(c1ccccc1)c1ccccc1,0.7%,1,-6%,7%,-1%,-1.2%,0.5%,-0.04,1491,-5%
Cc1cccc(-c2ncc(CN3CCN(CCC(C)C)C(CCO)C3)cn2)c1 (stereo not given),-1.4%,1,-2%,23%,-7%,0.8%,-0.6%,0.28,1286,2%
